IDE inh: inhibits human insulin-degrading enzyme in HEK cells; AID 434962; 320,000 tested, 0.41% active; P14735; inhibition, % at 5.59 µM; FAbetaB cleavage, fluorescence polarization;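 active = percent inhibition above the average of all tested compounds plus 3 SD, set per screening campaign, cut at about 16% in these data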;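 note: IDE supplied by intact live HEK cells; FP after avidin binding of uncleaved biotin substrate so inhibition keeps polarization high; 0% = DMSO wells and 100% = 60 µM reference IDE inhibitor Ii1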
Active calls of the source: *. The list is partial, so the mix of outcomes need not match the whole.

SMILES	IDE inh
CC(Oc1c(Cl)cccc1Cl)C1=NCCN1 (stereo unspecified)	1
